# DUSP3 inh: VHR1 phosphatase inhibitors, primary screen, biochemical, colorimetric, HTS | Dual specificity protein phosphatase 3 (Homo sapiens), P51452 | recombinant VHR phosphatase, colorimetric substrate read-out | inhibition, % at 20 µM | actives 0.7% (n = 50,000) | AID 1992, 2009; in the data active = inhibition above about 60%; also: some results filed as inactive read as strong as hits
# Target sequence (P51452 whole entry, looked up): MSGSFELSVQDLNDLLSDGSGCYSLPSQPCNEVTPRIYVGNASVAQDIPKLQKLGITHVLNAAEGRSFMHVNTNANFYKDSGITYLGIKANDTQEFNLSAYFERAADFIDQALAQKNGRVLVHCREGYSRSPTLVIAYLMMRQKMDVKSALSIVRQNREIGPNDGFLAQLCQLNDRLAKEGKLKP
# Numbers without * were called inactive. An excerpt, so the mix of outcomes need not match the whole.
SMILES | DUSP3 inh
O=C(Nc1cccc2nsnc12)c1cccc([N+](=O)[O-])c1 | -17
Cn1ccnc1/C=C(/OC(=O)c1ccccc1)c1ccccc1 | -10
COc1cc(C(=O)N2CCN(Cc3ccccc3C(F)(F)F)CC2)cc(OC)c1OC | -1
CCC(=O)Nc1ccc2oc(-c3cccnc3)nc2c1 | -10
CCOC(=O)c1ccc(-c2ccc(/C=C3/C(=O)NC(=O)N(c4ccc(OC)cc4)C3=O)o2)cc1 | 14
COc1ccc(/C=N/c2sc(C)c(C)c2C#N)cc1 | -4
Cc1ccc(NC(=O)CN2CCN(CCN=CC3=C(O)CC(C)(C)CC3=O)CC2)cc1 | -15
O=C(Nc1ccc(-c2nc3ccccc3o2)cc1)c1ccc(-c2ccc([N+](=O)[O-])cc2)o1 | 6
Clc1ccc(OCCCCN2CCCC2)cc1 | -21
O=C(O)CCCCCN1C(=O)/C(=C/c2c(F)cccc2Cl)SC1=S | -6
O=C1ON=C(c2ccccc2)/C1=C\c1ccc(OCc2ccccc2)cc1 | -4
O=C(O)C(Cc1ccccc1)N1C(=O)/C(=C/c2ccc(Br)cc2)SC1=S (stereo not drawn) | 0
Oc1ccc(/C=N/Nc2cc(N3CCCC3)nc(N3CCCC3)n2)cc1 | -9
CCOC(=O)c1cc2c3c(c1)C1C=CCC1C(c1ccc([N+](=O)[O-])cc1)N3CC1CC=CC21 (stereo not drawn) | -10
COc1cc2c(cc1OC)C(C)N(C(=O)C1(c3ccccc3)CCCC1)CC2 (stereo not drawn) | -8

# Carrying on:
SMILES | DUSP3 inh
O=C(O)CCCN1C(=O)c2cccc3cccc(c23)C1=O | -2
Cc1ccc(OCC(=O)Nc2nc(-c3ccccc3)cs2)cc1C | 93*
CCc1ccc(-c2nnc(-c3ccc(-c4ccc(OC)cc4)cc3)o2)cc1 | -3
Cc1ccc(S(=O)(=O)N2CCN(c3ccccc3)CC2)cc1C | 12
Cc1onc(-c2c(F)cccc2Cl)c1C(=O)NCc1ccco1 | -1
CC1(C)CC(=O)C2=C(C1)Nc1ccccc1N(C(=O)Cc1ccccc1)C2c1cccc(O)c1 (stereo not drawn) | -4
Cn1nc(-c2ccc(Br)cc2)cc1N | 2
O=C(Nc1nnc(C23CC4CC(CC(C4)C2)C3)s1)c1ccccc1F | -17
COc1ccc(N(CC(=O)Nc2cccc(C(F)(F)F)c2)S(=O)(=O)c2ccccc2)cc1 | -16
O=C1c2ccccc2C(=O)N1CN1c2ccccc2CCc2ccccc21 | -3
COC(=O)c1ccccc1NC(=O)c1cc(I)ccc1Cl | -10
Cc1cc(C)c(C(=O)/C=C/c2ccncc2)c(=O)[nH]1 | -5
CCCOC(=O)c1c(NC(=O)Cn2nc([N+](=O)[O-])cc2C)sc2c1CCCC2 | 8
CCOc1ccccc1/C=C/C(=O)c1cccs1 | 10
C=CCN1C(=O)C2C3c4ccccc4C(c4ccccc43)C2C1=O (stereo not drawn) | -46

# Next section:
SMILES | DUSP3 inh
COc1ccc(/C=C2/C=C(c3ccc(OC)cc3OC)OC2=O)c(OC)c1 | -19
O=C(CCCOc1ccc(Cl)cc1Cl)Nc1ncn[nH]1 | -18
O=C1OC(COc2ccccc2)CN1c1ccc(Cl)c(Cl)c1 (stereo not drawn) | -4
O=C(CN1CCN(c2ccc([N+](=O)[O-])cc2)CC1)Nc1nccs1 | -3
CCOC(=O)COc1ccc(C2NC(=S)NC(C)=C2C(=O)OC)cc1OC (stereo not drawn) | -58
O=C(COc1ccccc1Cl)Nc1nc(-c2ccccc2)cs1 | -8
CCOC(=O)c1c(C)n(C)c2cc(Br)c(O)c(CN(C)C)c12 | -30
O=C1C=CC(=O)N1c1ccc(N2CCCCC2)cc1 | -17
Cc1cc(OCC(=O)N2CCN(c3ccccc3)CC2)ccc1Br | 0
CCN1C(=O)/C(=C\C=C\c2ccccc2[N+](=O)[O-])SC1=S | -20
N#CCCS(=O)(=O)Oc1ccccc1 | -13
COC(=O)C1=C(C)NC2=C(C(=O)c3ccccc32)C1c1ccc(OCc2ccc(Cl)cc2Cl)c(OC)c1 (stereo not drawn) | -21
CSc1ccc(/C=N/n2c(C)nnc2C)cc1 | 1
COc1ccc(N=Cc2ccc(O)c(OC)c2)cc1 | -16
O=C(Nc1ccccc1C(=O)O)c1ccc(Br)c(S(=O)(=O)NCc2ccccc2)c1 | 2

# 2 of the compounds above, as labelled records:
> Oc1ccc(/C=N/Nc2cc(N3CCCC3)nc(N3CCCC3)n2)cc1
  DUSP3 inh: -9

> CCOC(=O)c1cc2c3c(c1)C1C=CCC1C(c1ccc([N+](=O)[O-])cc1)N3CC1CC=CC21 (stereo not drawn)
  DUSP3 inh: -10

# Going on with the list:
SMILES | DUSP3 inh
Cc1ccc(S(=O)(=O)N(CC(=O)N/N=C/c2ccc(F)cc2)c2cccc3cccnc23)cc1 | 12
O=C(CN1C(=O)c2ccccc2C1=O)N1CCN(c2ccccc2Cl)CC1 | -2
Cc1onc(-c2ccccc2)c1C(=O)NCc1cccnc1 | -7
CCOc1ccccc1C(=O)Nc1cc(C(F)(F)F)ccc1Cl | -9
Cc1c(NC(=O)CC2CCC2)c(=O)n(-c2ccccc2)n1C | 2
O=S1(=O)CC=C(CSc2nc3ccccc3[nH]2)C1 | -14
COc1ccc(/C=C/C(=O)c2ccc(I)cc2)cc1 | -8
COc1ccc(CC(=O)Nc2cccc(C(=O)NCC(C)C)c2)cc1 | -2
O=C1c2ccc(-c3nc4ccccc4c(=O)o3)cc2C(=O)N1c1ccc(Cl)cc1 | -2
CCOc1ccc(N(CC(=O)OC)S(=O)(=O)c2ccc(C)cc2)cc1 | -2
CS(=O)(=O)c1ccc2nc(NC(=O)c3ccc(Cl)c(Cl)c3)sc2c1 | -4
Cc1ccc(OCC(=O)O/N=C(\N)Cc2ccc([N+](=O)[O-])cc2)c(C)c1 | 5
COc1ccc(CC(=O)Nc2ccc(Br)cc2C(=O)O)cc1 | -2
OC(COCCC12CC3CC(CC(C3)C1)C2)CN1CCSCC1 (stereo not drawn) | -12
COc1ccc(/C=C2\SC(=O)N(CCC(=O)N3CCN(C)CC3)C2=O)cc1 | 7

# The results go on.
SMILES | DUSP3 inh
O=C(COCC(=O)N1CCOCC1)NCC(=O)N1CCOCC1 | 2
O=S(=O)(Nc1nc2ccccc2nc1N1CCCCC1)c1ccccc1 | -6
COc1ccc(CN=Cc2c(O)n(-c3cc(OC)ccc3OC)c(=O)[nH]c2=O)cc1 | -8
S=c1[nH]ncn1/N=C/c1ccc(Br)cc1 | -5
COc1ccc(C=Nc2ccc(Sc3ccc([N+](=O)[O-])cc3)cc2)cc1OC | -19
COc1ccccc1NCN1C(=O)S/C(=C/c2ccc(C)cc2)C1=O | 2
CCOc1cc(/C=c2/sc3nc4ccccc4n3c2=O)cc(I)c1OCC | -15
O=C(COc1ccc2ccccc2c1)N1CCN(c2ccccn2)CC1 | 8
Cc1ccc(CC/C=N/N=C2\NC(=O)CS2)o1 | -1
CCC(=O)Nc1ccc(NC(=O)c2cc3ccccc3cc2OC)cc1 | -14
O=[N+]([O-])c1ccc(Oc2cc(C(F)(F)F)ccc2Cl)cc1O | -31
CCc1ccc(NC(=O)c2nn3c(C(F)(F)F)cc(-c4ccccc4)nc3c2Br)cc1 | -13
Cc1ccc(-c2nc3ncccc3o2)cc1N | -1
COc1cccc(C=Nc2cc(Cl)cc(Cl)c2)c1O | -8
COc1cc2c(cc1OC)C(=S)NC1(CCCC1)C2 | 4

# Following part.
SMILES | DUSP3 inh
Cc1cccc(OCCOCCN2CCC(C)CC2)c1C | -1
CCOc1ccc(N(CC(=O)Nc2c(C)cccc2C)S(C)(=O)=O)cc1 | -40
O=C1C2C(c3ccccc3)OC3(C(=O)c4ccccc4C3=O)C2C(=O)N1c1ccc(F)c([N+](=O)[O-])c1 (stereo not drawn) | 2
O=C1NCC(c2ccccc2)C1C(=O)N/N=C\c1cc(Cl)ccc1O (stereo not drawn) | 11
COC(=O)c1c(NC(=O)c2cccc([N+](=O)[O-])c2)sc(C)c1C | 3
COC(=O)c1ccccc1NC(=O)CN(c1ccc(OC)cc1)S(C)(=O)=O | 16
O=C(CCN1CCCCC1)c1ccccc1 | 6
Cc1ccc(/C=C2\SC(=S)N(CCC(=O)Nc3ccc(S(=O)(=O)Nc4nccs4)cc3)C2=O)cc1 | -18
CN1CCN(C(=O)c2cnn3c2NC(c2ccc(Br)cc2)CC3C(F)(F)F)CC1 (stereo not drawn) | -6
COc1ccccc1NC(=O)c1cccc2c(Br)cccc12 | -8
O=C(Nc1ccc2nn(-c3cccc([N+](=O)[O-])c3)nc2c1)c1cccs1 | -8
COC(CNS(=O)(=O)c1ccc(Cl)cc1)c1ccccc1 (stereo not drawn) | 1
C/C(=N\NC(=O)c1cccc(Br)c1)c1ccccn1 | -12
COc1ccc(CN2CCN(Cc3ccccc3Cl)CC2)c2ccccc12 | 24
COC(=O)n1ccc(C(=O)Nc2ccc(C)cc2C)n1 | 6

# Continued:
SMILES | DUSP3 inh
COc1ccc2c(c1OC)C(=O)OC2CC(=O)c1ccc(N(C)C)cc1 (stereo not drawn) | -14
COc1ccccc1/C=C1\SC(=S)N(C(CCSC)C(=O)O)C1=O (stereo not drawn) | -9
Cc1ccc(/C(O)=C2/C(=O)C(=O)N(CCCn3ccnc3)C2c2ccc(Cl)cc2)cc1 (stereo not drawn) | -13
Cn1c2c(c(=O)n(C)c1=O)C(c1ccccc1)C1=C(N2)c2ccccc2C1=O (stereo not drawn) | 9
COc1ccc(NC(=O)c2cc3ccc4c5ccccc5[nH]c4c3cc2O)cc1 | 27
Cc1sc(NC(=O)CN2CCOCC2)c(C(=O)c2ccccc2)c1C | 5
Cc1ccc(S(=O)(=O)N2CCN(S(C)(=O)=O)C2C(C)C)cc1 (stereo not drawn) | 2
COc1cc(C2C(C#N)=C(N)Oc3c2[nH]c(=O)[nH]c3=O)cc(OC)c1OC (stereo not drawn) | -24
c1ccc2c(c1)NC1CCCCC1C1(CCCCC1)N2 (stereo not drawn) | -35
N#C/C(=C\c1ccco1)c1nc(-c2ccc(Cl)c(Cl)c2)cs1 | -1
Cc1ccc(C(C)C)c(OCC(=O)Nc2cccc3nsnc23)c1 | -3
CCCCn1ccc(=O)c2c(C(F)(F)F)nccc21 | 13
COc1ccccc1C(=O)Oc1ccc2c(c1)C(C)=CC(C)(C)N2 | -1
COc1cc([N+](=O)[O-])ccc1NS(=O)(=O)c1ccc(F)cc1 | 17
CCOc1ccc(Nc2cc(=O)n(C)c(=O)n2C)cc1 | -10

# Among those listed so far, 7 contain a CF3 group:
SMILES | DUSP3 inh
COc1cc(C(=O)N2CCN(Cc3ccccc3C(F)(F)F)CC2)cc(OC)c1OC | -1
COc1ccc(N(CC(=O)Nc2cccc(C(F)(F)F)c2)S(=O)(=O)c2ccccc2)cc1 | -16
CCOc1ccccc1C(=O)Nc1cc(C(F)(F)F)ccc1Cl | -9
O=[N+]([O-])c1ccc(Oc2cc(C(F)(F)F)ccc2Cl)cc1O | -31
CCc1ccc(NC(=O)c2nn3c(C(F)(F)F)cc(-c4ccccc4)nc3c2Br)cc1 | -13
CN1CCN(C(=O)c2cnn3c2NC(c2ccc(Br)cc2)CC3C(F)(F)F)CC1 (stereo not drawn) | -6
CCCCn1ccc(=O)c2c(C(F)(F)F)nccc21 | 13

# Other results follow:
SMILES | DUSP3 inh
CN(C)c1ccc(N/C(N)=N/c2nc(C(F)(F)F)cc(=O)[nH]2)cc1 | -18
COc1ccc(CC(=O)Nc2ccc(-c3nc4ccccc4o3)c(O)c2)cc1OC | -10
Brc1cc2c(cc1/C=N/Nc1ccccc1)OCO2 | 5
CCOc1ccc2nc(SCc3ccc(OC)c(F)c3)sc2c1 | -16
C[C@@H]1O[C@@H](Nc2ccc(Cl)cc2[N+](=O)[O-])[C@H](O)[C@H](O)[C@H]1O | -8
COc1ccc(N2C(=O)S/C(=C/c3ccc(OC)c(OC)c3)C2=O)cc1 | -34
CCOC(=O)c1c(NC(=O)C(Cc2ccccc2)N2C(=O)c3ccccc3C2=O)sc2c1CCCC2 (stereo not drawn) | -12
Cc1ccc(SCCNS(=O)(=O)c2ccc(C)c([N+](=O)[O-])c2)cc1 | -8
COc1ccc(CCNC(=O)C(=O)Nc2ccc(F)cc2)cc1OC | 14
O=C(O)c1cccnc1SCc1ccc([N+](=O)[O-])cc1 | -34
CCOC(=O)c1c(N)sc2c1CC(C)(C)NC2(C)C | -10
O=C1C(Cl)=C(NCc2ccccc2)C(=O)N1c1cccc(Cl)c1Cl | -28
CCN(C1=C(Cl)C(=O)N(c2ccccc2)C1=O)c1ccccc1 | 3
COC(=O)C1=C(C)N(c2ccc(C)cc2)/C(=C\c2ccc(OCC(=O)Nc3ccccc3)cc2)C1=O | -24
COc1ccc(-c2cc(C(=O)N3CCN(Cc4ccccc4)CC3)c3ccccc3n2)cc1OC | 3

# Continued:
SMILES | DUSP3 inh
CC(C)COc1ccc(C(=O)Nc2cc([N+](=O)[O-])ccc2Cl)cc1 | -4
CS(=O)(=O)N1CCN(Cc2ccc([N+](=O)[O-])cc2)CC1 | -7
CC/C(=N\NC(N)=O)C1CC(C(C)C)CC=C1C (stereo not drawn) | -23
Cc1ccc(NC(=O)C2CCCCC2C(=O)O)cc1Cl (stereo not drawn) | 3
Cc1ccccc1Cn1c(-c2nonc2N)nc2ccccc21 | -8
O=C(NCc1cccnc1)c1cccc(F)c1 | -16
COc1cc([N+](=O)[O-])cc(/C=N/NC(=O)COc2c(Br)cc(Br)cc2Br)c1O | -15
Cc1ccc(OCC(=O)Nc2sc3c(c2C(N)=O)CCC(C)C3)c(C)c1 (stereo not drawn) | -2
CSC(=N)/C(C#N)=N/Nc1ccccc1 | -5
Cc1ccc(OCC(=O)NCc2ccc(F)cc2)c(Br)c1 | -23
Cc1ccc(OCC(=O)Nc2cc([N+](=O)[O-])ccc2Cl)cc1 | -23
COc1ccc(C(=O)NC2CCSC2=O)cc1[N+](=O)[O-] (stereo not drawn) | -8
O=[N+]([O-])c1ccc(N2CCN(c3ccc(C(F)(F)F)cc3[N+](=O)[O-])CC2)cc1NCc1ccccc1 | -10
O=S(=O)(c1ccccc1)N1CCN(CCCc2ccccc2)CC1 | -3
O=C(N1CCN(C(=O)C23CC4CCC(CC(C4)C2)C3)CC1)C12CCC3CC(CC(C3)C1)C2 | -30
CC1=C(C(=O)OCCOc2ccccc2)C(c2cccs2)C2=C(CCCC2=O)N1 (stereo not drawn) | -13

# Screening results as filed in PubChem.
